COUP-TFII inh – NR2F2 (human) inhibition, primary screen. 370,000 tested, 0.7% active. inhibition, % at 8.6 µM. HEK293T NGFI-A luciferase reporter, luminescence;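 active means inhibition above a per-plate cutoff, mean inhibition of test wells between control levels plus 3 SD, cut at about 38% in these data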;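 further: cells cotransfected with COUP-TFII expression vector driving the NGFI-A reporter; 0% = median of COUP-TF2 test wells and 100% = reporter-only cells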
NCOA3 inh – inhibitors of human steroid receptor coactivator 3 (SRC3). HEK293 GAL4-SRC3 luciferase reporter, luminescence. inhibition, % at 3.6 µM. 360,000 tested, 0.17% active;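 active means inhibition above a per-campaign cutoff, the mean of all compounds plus 3 SD, cut at about 60% in these data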;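 further: 0% = DMSO-treated cells and 100% = gossypol-treated cells at 36 µM; higher means less SRC3-driven luciferase light from the GAL4 reporter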
Target sequence (Q9Y6Q9 whole entry, looked up, the tested form may be a part): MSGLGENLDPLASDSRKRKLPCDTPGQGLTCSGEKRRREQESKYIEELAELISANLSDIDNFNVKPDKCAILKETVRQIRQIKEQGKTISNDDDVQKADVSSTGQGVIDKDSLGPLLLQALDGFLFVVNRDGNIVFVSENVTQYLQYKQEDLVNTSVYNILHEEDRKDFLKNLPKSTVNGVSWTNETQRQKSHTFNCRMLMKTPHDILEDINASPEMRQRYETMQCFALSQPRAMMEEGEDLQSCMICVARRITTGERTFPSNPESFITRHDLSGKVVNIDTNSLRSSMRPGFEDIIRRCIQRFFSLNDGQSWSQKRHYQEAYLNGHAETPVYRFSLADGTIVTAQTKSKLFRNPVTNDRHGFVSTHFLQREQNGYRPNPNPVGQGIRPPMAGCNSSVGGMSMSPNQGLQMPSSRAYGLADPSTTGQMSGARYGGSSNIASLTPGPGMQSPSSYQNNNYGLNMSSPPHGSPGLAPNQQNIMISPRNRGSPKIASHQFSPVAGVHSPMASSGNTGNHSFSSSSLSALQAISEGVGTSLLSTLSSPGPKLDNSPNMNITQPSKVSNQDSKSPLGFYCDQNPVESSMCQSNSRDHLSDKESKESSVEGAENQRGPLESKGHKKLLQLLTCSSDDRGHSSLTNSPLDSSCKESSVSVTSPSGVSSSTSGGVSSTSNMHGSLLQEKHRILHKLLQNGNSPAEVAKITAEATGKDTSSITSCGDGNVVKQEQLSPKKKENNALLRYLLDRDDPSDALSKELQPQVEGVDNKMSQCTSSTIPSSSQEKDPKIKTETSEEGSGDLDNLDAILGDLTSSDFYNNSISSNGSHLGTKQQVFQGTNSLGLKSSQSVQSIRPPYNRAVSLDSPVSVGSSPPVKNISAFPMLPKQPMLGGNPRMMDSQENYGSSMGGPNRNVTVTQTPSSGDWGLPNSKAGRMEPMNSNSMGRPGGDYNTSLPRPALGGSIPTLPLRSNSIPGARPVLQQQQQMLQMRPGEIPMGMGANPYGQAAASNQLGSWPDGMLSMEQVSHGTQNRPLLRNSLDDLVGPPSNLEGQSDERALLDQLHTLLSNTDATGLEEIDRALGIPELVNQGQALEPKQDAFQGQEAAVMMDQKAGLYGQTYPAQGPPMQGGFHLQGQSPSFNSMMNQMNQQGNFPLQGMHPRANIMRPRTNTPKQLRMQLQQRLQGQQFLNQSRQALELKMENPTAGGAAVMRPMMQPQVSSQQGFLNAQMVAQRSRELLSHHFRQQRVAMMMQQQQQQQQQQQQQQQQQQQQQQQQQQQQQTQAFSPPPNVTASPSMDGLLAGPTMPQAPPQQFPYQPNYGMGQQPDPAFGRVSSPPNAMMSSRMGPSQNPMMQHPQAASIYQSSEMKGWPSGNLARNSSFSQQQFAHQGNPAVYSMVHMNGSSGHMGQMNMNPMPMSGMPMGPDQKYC
NCOA2 inhibitor – inhibits human steroid receptor coactivator 2; Q15596; HEK293 GAL4-SRC2 luciferase reporter, luminescence; inhibition, % at 9 µM; 370,000 tested, 0.17% active; AID 651957;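 active means inhibition above the mean inhibition of all tested compounds plus 3 SD, set per campaign, cut at about 52% in these data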;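 further: 0% = DMSO treated cells and 100% = cells given Gossypol at 36 µM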
TLR9-MyD88 block – inhibitors of human TLR9-MyD88 binding; Q9NR96+Q99836; CHO BLA complementation TLR9-MyD88, CCF4 FRET ratio; inhibition, % at 4.98 µM; 340,000 tested, 0.21% active; AID 504734;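 active means inhibition above the mean over all tested compounds plus 3 SD, cut at about 21% in these data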;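 further: 0% = DMSO only wells and 100% = clavulanate BLA inhibitor control wells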
LMP1 NFkB inh – Epstein-Barr LMP1 NF-kappaB reporter inhibition; LMP1-induced NF-kappaB luciferase reporter cells, luminescence; 350,000 tested, 0.69% active; inhibition, % at 12.5 µM; AID 504558; in the data active means inhibition above about 41%;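 further: 0% = neutral control wells and 100% = reference inhibitor control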
TRAIL sens C8 – sensitizes caspase-8 expressing cells to TRAIL. NB7+C8 cells + TRAIL, ATPlite viability luminescence. inhibition (viability loss, TRAIL sensitization), % at 10 µM. 360,000 tested, 1% active. AID 624354;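 active means compounds causing at least 50% loss of cell viability in the single-dose screen, relative to plate controls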
NCOA1 inh – human NCOA1 inhibition; AID 588354; inhibition, % at 3.6 µM; 360,000 tested, 0.12% active; HEK293 GAL4-SRC1 luciferase reporter, luminescence; Q15788;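 active means inhibition above the campaign mean plus 3 SD, with each screening campaign given its own cutoff, cut at about 60% in these data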;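 further: 0% = DMSO treated cells and 100% = gossypol at 36 µM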
Vif inh – blocks HIV Vif function | inhibition, % at 7.49 µM | AID 602346 | 340,000 tested, 0.35% active | HEK293T cells, Vif self-association by quenched fluorescence, imaging, 24 h; in the data active means inhibition above about 50%, passing the limit was not always enough; further: some results filed as inactive read as strong as hits
LRH-1 inv ag – inverse agonists of human LRH-1 (NR5A2); inhibition, % at 3.6 µM; 360,000 tested, 0.13% active; HEK293T StAR-luciferase reporter, LRH-1 transfected, 24 h; AID 602396; O00482;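 active means inhibition above the mean inhibition of all tested compounds plus 3 SD, cut at about 73% in these data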;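 further: 0% = DMSO wells and 100% = reporter-only cells lacking LRH-1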
NOD2-RIPK2 inh – inhibitors of human NOD2-RIPK2 interaction; 360,000 tested, 0.38% active; CHO BLA complementation NOD2-RIPK2, CCF4 ratio; inhibition, % at 4.98 µM; in the data active means inhibition above about 21%;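 further: 0% = vehicle only and 100% = reference blocker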
TROY signal inh – blocks TROY-dependent signaling in reporter cells; Q293 LMP1-TROYcd NF-kB luciferase reporter, 4 h; inhibition, % at 10 µM; 360,000 tested, 0.98% active;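 active means compounds whose plate-normalised and pattern-corrected inhibition of the luciferase reporter signal at the single screening dose is 50% or more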
* hit, by the source's call; x = no result given. These rows are one share of the data; rates above refer to the full screens.

The line under a structure holds: TROY signal inh | NCOA1 inh | Vif inh | TRAIL sens C8 | NCOA2 inhibitor | COUP-TFII inh | NOD2-RIPK2 inh | LRH-1 inv ag | NCOA3 inh | TLR9-MyD88 block | LMP1 NFkB inh
1. CN(C)S(=O)(=O)c1cc(NC(=O)CN2CCN(c3ccc(O)cc3)CC2)ccc1Cl
  1 | -6 | 0 | -6 | -5 | -2 | 3 | -2 | 17 | 2 | -7
2. CC(=O)c1cccc(CN2CCN(CCc3ccccc3)C(CCO)C2)c1 (stereo not drawn)
  -2 | 9 | 8 | 11 | 20 | 4 | 4 | 13 | 5 | -4 | 11
3. Cc1cc(C)c(C#N)c(N2CCN(c3ccccc3F)CC2)n1
  6 | 0 | 8 | -2 | -18 | -9 | -7 | 11 | 10 | 0 | 13
4. CCOC(=O)[C@]12CCCC=C1N(Cc1ccc(Cl)cc1Cl)C(=O)[C@H](CC(=O)NCc1ccc(C)o1)C2
  13 | x | x | 7 | 3 | 12 | -9 | 2 | x | x | x
5. Cc1cc(C)c(S(=O)(=O)c2cccc(C(F)(F)F)c2)c(=O)[nH]1
  14 | -2 | x | -1 | 2 | 17 | -4 | 7 | 22 | -13 | 1
6. C/C(=N\Nc1nc(C)cc(-c2ccccc2)n1)c1ccc(C)o1
  6 | -8 | 6 | 3 | -10 | 7 | 0 | -12 | -1 | -2 | -9
7. COc1ccc(NC(=O)c2ccc(NS(=O)(=O)c3c(C)noc3C)cc2)cc1OC
  10 | 2 | x | 21 | -9 | 1 | -6 | -15 | -4 | -10 | -2
8. CCC(C)N(C(=O)CSc1nnc(COc2ccccc2F)n1N)C1CCS(=O)(=O)C1 (stereo not drawn)
  7 | -2 | 2 | 5 | 14 | -20 | -1 | -13 | -12 | -3 | -4
9. O=C(CSCc1ccccc1F)NCc1ccc(F)cc1
  -60 | -25 | 10 | -6 | -12 | 0 | 6 | -10 | -20 | 0 | -4
10. CC(=O)NC(CC(=O)NC1CCCCCC1)c1ccccc1 (stereo not drawn)
  -23 | 3 | 5 | -3 | -24 | -12 | -1 | -8 | 13 | 8 | 0
11. CC1CCCC(C)N1NC(=O)Cc1ccccc1 (stereo not drawn)
  -9 | -13 | -8 | -8 | -10 | 1 | 2 | 7 | -13 | -4 | -3
12. COc1cccc(/C=C/C(=C2/C(=O)N(c3ccccc3)N=C2C)c2ccccc2)c1OC
  -8 | -8 | -6 | -1 | 16 | 11 | 1 | -32 | 25 | -13 | -7
13. O=C(CSc1ncnc2scc(-c3ccccc3)c12)NCc1ccc2c(c1)OCO2
  22 | -20 | -1 | -4 | 2 | 11 | 6 | -23 | 16 | 1 | -4
14. O=C(COC(=O)[C@@H]1CC(O)CN1S(=O)(=O)c1ccc2c(c1)OCCO2)NCc1ccc(F)cc1 (stereo partly drawn)
  -5 | 6 | 23 | 1 | 7 | 8 | -1 | -4 | 13 | -19 | -1
15. CN1CCCN(C(=O)CNC(=O)c2ccc(Cl)cc2Cl)CC1
  15 | -10 | 8 | -9 | 21 | -7 | 2 | 13 | -11 | -6 | 1
16. COCCNC(=O)C(c1ccncc1)N(C(=O)Cn1nnc2ccccc21)c1ccc(OC)cc1 (stereo not drawn)
  9 | 1 | 29 | 20 | 11 | 6 | -14 | -2 | 17 | 6 | 5
17. O=C(/C=C/c1ccco1)Nc1cccnc1
  6 | -66 | 12 | 15 | -22 | -29 | 3 | -51 | -26 | 3 | -12
18. COC(=O)c1cccc(NC(=O)CN2CCOCC2)c1
  7 | -13 | -1 | 4 | -6 | 7 | -2 | 22 | 7 | -5 | -15
19. O=C(CCC(=O)N(CC(=O)NC1CCCCC1)Cc1ccccc1)Nc1nccs1
  -14 | 9 | 31 | -12 | -36 | 5 | -1 | 0 | -10 | 6 | 7
20. COc1ccc(-n2ccnc2SCC(=O)Nc2ccc(OC)cc2OC)cc1
  -8 | -8 | -5 | -8 | 11 | 1 | 6 | -13 | -27 | -21 | -2

11 entries from above, tab-delimited:
No.	Molecule	TROY signal inh	NCOA1 inh	Vif inh	TRAIL sens C8	NCOA2 inhibitor	COUP-TFII inh	NOD2-RIPK2 inh	LRH-1 inv ag	NCOA3 inh	TLR9-MyD88 block	LMP1 NFkB inh
9	O=C(CSCc1ccccc1F)NCc1ccc(F)cc1	-60	-25	10	-6	-12	0	6	-10	-20	0	-4
10	CC(=O)NC(CC(=O)NC1CCCCCC1)c1ccccc1 (stereo not drawn)	-23	3	5	-3	-24	-12	-1	-8	13	8	0
11	CC1CCCC(C)N1NC(=O)Cc1ccccc1 (stereo not drawn)	-9	-13	-8	-8	-10	1	2	7	-13	-4	-3
12	COc1cccc(/C=C/C(=C2/C(=O)N(c3ccccc3)N=C2C)c2ccccc2)c1OC	-8	-8	-6	-1	16	11	1	-32	25	-13	-7
13	O=C(CSc1ncnc2scc(-c3ccccc3)c12)NCc1ccc2c(c1)OCO2	22	-20	-1	-4	2	11	6	-23	16	1	-4
14	O=C(COC(=O)[C@@H]1CC(O)CN1S(=O)(=O)c1ccc2c(c1)OCCO2)NCc1ccc(F)cc1 (stereo partly drawn)	-5	6	23	1	7	8	-1	-4	13	-19	-1
15	CN1CCCN(C(=O)CNC(=O)c2ccc(Cl)cc2Cl)CC1	15	-10	8	-9	21	-7	2	13	-11	-6	1
16	COCCNC(=O)C(c1ccncc1)N(C(=O)Cn1nnc2ccccc21)c1ccc(OC)cc1 (stereo not drawn)	9	1	29	20	11	6	-14	-2	17	6	5
17	O=C(/C=C/c1ccco1)Nc1cccnc1	6	-66	12	15	-22	-29	3	-51	-26	3	-12
18	COC(=O)c1cccc(NC(=O)CN2CCOCC2)c1	7	-13	-1	4	-6	7	-2	22	7	-5	-15
19	O=C(CCC(=O)N(CC(=O)NC1CCCCC1)Cc1ccccc1)Nc1nccs1	-14	9	31	-12	-36	5	-1	0	-10	6	7

Exported as labelled records: 2 of the compounds above
[17] O=C(/C=C/c1ccco1)Nc1cccnc1
  TROY signal inh: 6; NCOA1 inh: -66; Vif inh: 12; TRAIL sens C8: 15; NCOA2 inhibitor: -22; COUP-TFII inh: -29; NOD2-RIPK2 inh: 3; LRH-1 inv ag: -51; NCOA3 inh: -26; TLR9-MyD88 block: 3; LMP1 NFkB inh: -12

[18] COC(=O)c1cccc(NC(=O)CN2CCOCC2)c1
  TROY signal inh: 7; NCOA1 inh: -13; Vif inh: -1; TRAIL sens C8: 4; NCOA2 inhibitor: -6; COUP-TFII inh: 7; NOD2-RIPK2 inh: -2; LRH-1 inv ag: 22; NCOA3 inh: 7; TLR9-MyD88 block: -5; LMP1 NFkB inh: -15

Remaining list, next part.
The line under a structure holds: TROY signal inh | NCOA1 inh | Vif inh | TRAIL sens C8 | NCOA2 inhibitor | COUP-TFII inh | NOD2-RIPK2 inh | LRH-1 inv ag | NCOA3 inh | TLR9-MyD88 block | LMP1 NFkB inh
21. Cc1ccc(S(=O)(=O)N2CCCCC2)cc1NC(=O)Cn1cc(C(F)(F)F)ccc1=O
  -8 | -4 | 7 | 6 | -24 | 24 | 10 | 10 | 8 | 0 | -4
22. CCN(CC(=O)Nc1ccc(OC)cc1)C(=O)CCc1nc2ccccc2c(=O)[nH]1
  5 | -4 | 15 | 11 | -6 | -33 | -10 | 7 | -8 | -1 | 1
23. Cn1ccc2c(N3CCCCCC3)cc3c(c21)C1CCC3C1 (stereo not drawn)
  -2 | 14 | x | -2 | -16 | -4 | -7 | 7 | 12 | x | x
24. Cc1onc(-c2ccccc2)c1C(=O)Nc1c(C)n(C)n(-c2ccccc2)c1=O
  31 | -4 | 14 | -2 | 1 | 11 | -3 | -3 | -4 | 2 | -3
